bIAP inh: blocks bovine intestinal alkaline phosphatase activity. purified bovine IAP, CDP-star luminescence, 30 min. inhibition, % at 20 µM. 190,000 tested, under 10 active. AID 1019;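 active means over 50% inhibition of intestinal alkaline phosphatase at 20 µM in the single-dose screen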
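Assay system: bovine IAP enzyme; medium: DEA buffer 100 mM, pH 9.8, with MgCl2 1.0 mM, ZnCl2 0.02 mM; doses: 20 µM single dose; incubation: enzyme reaction for 30 min at room temperature; detection: CDP-star luminescence signal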
STAT3 blocker: reduces IL-6 driven STAT3 reporter signal | U3A cells, IL-6 STAT3-luciferase reporter, luminescence; host cell line lacks STAT1 | inhibition, % at 5.5 µM | actives 0.89% (n = 190,000);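 active means inhibition above the mean inhibition across all screened compounds plus 3 SD, cut at about 44% in these data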;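 further: 0% = DMSO only wells and 100% = 100 µM nifuroxazide control wells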
STAT1 inh: STAT1 signaling inhibition. NIH 3T3 STAT1-luciferase reporter, IFN-gamma, luminescence. inhibition, % at 5.5 µM. actives 0.35% (n = 200,000). AID 920;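 active means inhibition above a set limit, the mean inhibition across all tested compounds plus 3 SD, cut at about 34% in these data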;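 further: 0% = IFN-gamma with DMSO and 100% = IFN-gamma with 300 µM nifuroxazide; values of inactives mirror those of a sister screen read the other way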
PPARg SRC-2 ag: promotes SRC-2 coactivator recruitment by human PPARgamma; PPARgamma LBD-SRC-2 recruitment, biochemical; actives 0.34% (n = 200,000); AID 1032; activation, % at 8 µM; in the data active means activation above about 22%;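 further: 0% = vehicle and 100% = reference agonist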
Target sequence (P37231 whole entry, looked up, the tested form may be a part): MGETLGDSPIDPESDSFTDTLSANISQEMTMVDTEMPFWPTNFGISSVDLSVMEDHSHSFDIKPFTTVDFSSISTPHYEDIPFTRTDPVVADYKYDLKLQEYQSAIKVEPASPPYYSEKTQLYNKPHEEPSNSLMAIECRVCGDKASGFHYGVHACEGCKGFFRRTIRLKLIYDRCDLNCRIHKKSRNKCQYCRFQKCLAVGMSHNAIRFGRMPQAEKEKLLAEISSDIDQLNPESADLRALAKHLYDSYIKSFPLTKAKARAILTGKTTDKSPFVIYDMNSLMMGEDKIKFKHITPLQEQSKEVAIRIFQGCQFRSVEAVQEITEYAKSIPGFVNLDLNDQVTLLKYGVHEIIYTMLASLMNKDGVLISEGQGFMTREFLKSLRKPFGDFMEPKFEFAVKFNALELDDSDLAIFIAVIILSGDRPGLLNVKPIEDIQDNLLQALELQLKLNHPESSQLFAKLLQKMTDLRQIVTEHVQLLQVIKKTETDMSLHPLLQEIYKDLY
PPARg SRC1 recr: PPARgamma-driven SRC-1 recruitment agonism; PPARgamma-SRC-1 coactivator recruitment biochemical assay; activation, % at 8 µM; actives 0.41% (n = 200,000); in the data active means activation above about 19%;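 further: 0% = DMSO and 100% = reference agonist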
ROMK primary: modulators of human ROMK potassium channel | P48048 | Tet-inducible ROMK, thallium flux fluorescence; actives lie on both sides | B-score at 10 µM | actives 2% (n = 130,000) | AID 1918;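 active means signal ratio slope over the read window, or its plate-corrected B-score, at least 3 SD from the plate mean, either direction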;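 further: B-score of the F/F0 ratio slope over 7 to 12 s after thallium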
bIAP activator: intestinal alkaline phosphatase (bovine) activation; purified bovine IAP, CDP-star luminescence, 30 min; hits give high values; fold of DMSO-control signal, blank-subtracted; activation factor at 20 µM; actives 0.17% (n = 200,000);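 active means activation factor of 2 or more at 20 µM, a signal rise over negative controls twice the positive control's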
PPARg SRC-3 ag: agonists of human PPARgamma SRC-3 coactivator recruitment; actives 0.26% (n = 200,000); activation, % at 8 µM; biochemical PPARgamma/SRC-3 coactivator recruitment assay; P37231; AID 731; in the data active means activation above about 23%;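 further: 0% = DMSO and 100% = reference agonist; some compounds past the cut are filed as inactive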
TR-FRET SRC-2 ct: counter-screen for PPARgamma SRC-2 recruitment agonists: TR-FRET artefact; actives 0.4% (n = 200,000); hits give high values; TR-FRET ratio at 8 µM; in the data active means TR-FRET ratio above about 2000; further: inactives centre near 1500
TNAP act hiacc: TNAP (human) activation, high acceptor. P05186. purified TNAP, CDP-star luminescence, 1 M DEA, 30 min; hits give high values; 0 = EDTA background, 1 = DMSO-only activity. activation factor at 20 µM. 200,000 tested, under 10 active. AID 1136;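 active means activation factor at least 2 at 20 µM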
Target sequence (P05186 whole entry, looked up): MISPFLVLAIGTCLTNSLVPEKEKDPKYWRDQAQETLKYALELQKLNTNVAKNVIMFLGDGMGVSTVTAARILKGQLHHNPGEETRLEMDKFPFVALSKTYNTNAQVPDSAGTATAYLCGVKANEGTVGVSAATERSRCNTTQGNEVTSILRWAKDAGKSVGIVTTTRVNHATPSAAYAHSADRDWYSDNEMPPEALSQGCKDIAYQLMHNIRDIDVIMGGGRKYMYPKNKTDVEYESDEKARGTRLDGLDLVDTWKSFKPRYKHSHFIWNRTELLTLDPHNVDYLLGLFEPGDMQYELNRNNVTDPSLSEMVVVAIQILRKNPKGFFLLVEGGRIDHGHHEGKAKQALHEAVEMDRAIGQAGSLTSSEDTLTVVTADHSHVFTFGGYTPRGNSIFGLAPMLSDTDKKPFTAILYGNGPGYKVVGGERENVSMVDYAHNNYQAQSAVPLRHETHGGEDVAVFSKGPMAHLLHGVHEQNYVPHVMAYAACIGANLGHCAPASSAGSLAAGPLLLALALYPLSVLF
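Dosing: 20 µM single point. System: human TNAP. Amount: TNAP 1/800 final. Incubation: 30 min, room temperature. Read-out: TNAP activation factor scaled between EDTA and DMSO control wells. Signal: luminescence from CDP-star hydrolysis. Medium: 1 M DEA, pH 9.8, Mg2+, Zn2+. Control set: EDTA negative control, DMSO positive control.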
STAT3 activator: activators of IL-6 induced STAT3 signaling; AID 871; activation (% of control), % at 5.6 µM; U3A cells, IL-6 STAT3-luciferase reporter, luminescence; 100% = signal with IL-6 EC80 alone; actives 0.91% (n = 190,000);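 active means activation above the screen-wide mean of compound activation plus 3 SD, cut at about 130% in these data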;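 further: 0% = background luminescence of wells with medium and substrate only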
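Material: human U3A cells carrying STAT3-luciferase construct. Measured by: reporter luminescence signal. Timing: compound 1 h, then IL-6 6 h at 37 °C.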
The depositor's hits bear a star; nt = not tested or not shown. Rows were taken by chance; overall some 3.7% were active at least once.

SMILES	bIAP inh	STAT3 blocker	STAT1 inh	PPARg SRC-2 ag	PPARg SRC1 recr	ROMK primary	bIAP activator	PPARg SRC-3 ag	TR-FRET SRC-2 ct	TNAP act hiacc	STAT3 activator
CC(C)(Oc1ccc(Cl)cc1)C(=O)Nc1ccncc1	6	34	7	-1	-2	nt	0.9	6	1505	1	75
COc1cccc(Nc2ccccc2C(=O)O)c1	5	-7	1	0	8	-0.16	1	-1	1652	1.1	108
N#Cc1c(-c2ccccc2)cc(-c2ccccc2)nc1Br	-16	-4	10	-3	7	0.15	1.2	20	1449	1	101
CCOc1ccc(CC(=NCCO)C2=C(O)CC(C)(C)CC2=O)cc1OCC	15	2	-11	3	7	1.7	0.9	-2	1737	1	101
CCOc1ncccc1C(=O)NCc1ccc(OC)c(OC)c1	5	-2	-5	12	2	0.29	0.9	-1	1380	0.9	103
COC(=O)c1ccc(C(C(=O)NCc2ccccc2)N(Cc2ccco2)C(=O)c2cnccn2)cc1 (centres undefined)	7	-2	7	-4	-10	-0.11	0.9	1	1406	1.1	103
COc1cccc(N2CCN(C(=O)c3ccc4nc(N5CCCCC5)sc4c3)CC2)c1	-6	-21	-40	4	3	nt	1.1	-1	1728	1	121
CC1(C)CC(=O)c2cnc(NC(=O)CCc3ccccc3)nc2C1	9	-2	2	-3	-3	nt	0.9	-6	1432	1.1	106
Cc1nn(C)cc1/C=C1\SC(=S)NC1=O	6	5	9	2	2	-0.74	0.9	8	1532	1.1	101
CCOC(=O)c1ccc(NC(=O)c2nn(CC)cc2Br)cc1	10	4	-10	1	5	nt	0.9	8	1461	1	98
O=C(NNC(=S)Nc1ccccc1)C1CC1	-33	13	7	4	-4	0.89	1.3	4	1315	1	94
CCC(NC(=O)c1ccccc1NC(=O)c1ccc(OC)cc1)C(=O)N1CCCC1 (centres undefined)	29	0	-6	8	0	0.44	0.7	-2	1472	1	98
O=C(NC(=S)N1CCCCC1)c1cccnc1	6	11	0	2	0	nt	0.9	-5	1388	1	97
COc1ccc(C(CCc2ccc(C)o2)NC(=O)Nc2ccc(OC)cc2OC)cc1 (centres undefined)	-12	-2	0	-1	-9	nt	1.1	2	1608	1.1	105
O=S(=O)(NCc1ccccc1)c1cccs1	4	9	1	7	2	-0.69	1	-3	1441	1	97
COc1ccc(/C=N/NC(=O)c2ccc(Br)cc2)c(OC)c1	0	10	-17	12	11	0.24	1	7	1660	1	96
Cc1ccc(C)c(Cc2c(C)nc(C)[nH]c2=O)c1	-3	-7	2	0	8	-0.11	1	3	1671	1.1	104
O=C(NCC1CCCO1)C(Cc1ccccc1)N1C(=O)C2C3C=CC(C4CC34)C2C1=O (centres undefined)	-2	7	18	4	0	-0.12	1	10	1642	1	100
Cc1nn(Cc2c(F)c(F)c(F)c(F)c2F)c(C)c1NC(=O)c1cccc(COc2ccc(Cl)cc2)c1	-1	-3	-8	-3	-6	0.12	1	5	1383	1	109
CSc1ccc(NC(=O)N2CC(C)OC(C)C2)cc1 (centres undefined)	7	4	1	-1	1	nt	0.9	13	1626	1.1	99
CC(=O)Oc1cccc(/C=c2\sc3nc(-c4ccco4)nn3c2=O)c1	19	-6	16	0	3	0.58	0.8	2	1348	1.1	107
Cc1c(C(=O)Nc2ccc(N3CCOCC3)cc2)cccc1[N+](=O)[O-]	-2	9	4	-6	0	0.84	1	-2	1395	1	99
O=C(c1ccc(N2CCCCC2)c([N+](=O)[O-])c1)N(Cc1ccccc1)c1ccccn1	12	14	8	1	8	nt	0.9	19	1374	1	89
CCCCCCCC1(C)NC(=O)N(c2ccccc2)N1 (centres undefined)	8	-2	1	6	5	nt	0.9	1	1506	1.1	105
CCCCN(CCCC)C(=S)NC(=O)C(C)(C)C	-3	-1	-6	5	5	nt	1	-3	1473	1	103

Part of the list above, with values under each structure:
Order of results – bIAP inh	STAT3 blocker	STAT1 inh	PPARg SRC-2 ag	PPARg SRC1 recr	ROMK primary	bIAP activator	PPARg SRC-3 ag	TR-FRET SRC-2 ct	TNAP act hiacc	STAT3 activator
CC(C)(Oc1ccc(Cl)cc1)C(=O)Nc1ccncc1
 : 6	34	7	-1	-2	nt	0.9	6	1505	1	75
COc1cccc(Nc2ccccc2C(=O)O)c1
 : 5	-7	1	0	8	-0.16	1	-1	1652	1.1	108
N#Cc1c(-c2ccccc2)cc(-c2ccccc2)nc1Br
 : -16	-4	10	-3	7	0.15	1.2	20	1449	1	101
CCOc1ccc(CC(=NCCO)C2=C(O)CC(C)(C)CC2=O)cc1OCC
 : 15	2	-11	3	7	1.7	0.9	-2	1737	1	101
CCOc1ncccc1C(=O)NCc1ccc(OC)c(OC)c1
 : 5	-2	-5	12	2	0.29	0.9	-1	1380	0.9	103
COC(=O)c1ccc(C(C(=O)NCc2ccccc2)N(Cc2ccco2)C(=O)c2cnccn2)cc1 (centres undefined)
 : 7	-2	7	-4	-10	-0.11	0.9	1	1406	1.1	103
COc1cccc(N2CCN(C(=O)c3ccc4nc(N5CCCCC5)sc4c3)CC2)c1
 : -6	-21	-40	4	3	nt	1.1	-1	1728	1	121
CC1(C)CC(=O)c2cnc(NC(=O)CCc3ccccc3)nc2C1
 : 9	-2	2	-3	-3	nt	0.9	-6	1432	1.1	106
Cc1nn(C)cc1/C=C1\SC(=S)NC1=O
 : 6	5	9	2	2	-0.74	0.9	8	1532	1.1	101
CCOC(=O)c1ccc(NC(=O)c2nn(CC)cc2Br)cc1
 : 10	4	-10	1	5	nt	0.9	8	1461	1	98
O=C(NNC(=S)Nc1ccccc1)C1CC1
 : -33	13	7	4	-4	0.89	1.3	4	1315	1	94

Additional results:
SMILES	bIAP inh	STAT3 blocker	STAT1 inh	PPARg SRC-2 ag	PPARg SRC1 recr	ROMK primary	bIAP activator	PPARg SRC-3 ag	TR-FRET SRC-2 ct	TNAP act hiacc	STAT3 activator
CC(=O)c1c(C)[nH]c(C(=O)NCCc2ccccc2)c1C	9	10	-54	6	-2	nt	0.9	6	1510	1	96
CC(C)C(=O)Nc1ccc(Cc2ccc(NC(=O)C(C)C)c(O)c2)cc1O	13	10	-1	0	4	0.79	0.9	-2	1388	1	96
CCOC(=O)C1=C(C)N=C(/N=C/N(C)C)SC1c1ccccc1 (centres undefined)	12	16	0	-1	1	nt	0.9	-4	1347	1.1	91
CCCCOc1ccc(/C=N/NC(=S)Nc2cc(C)ccc2C)cc1	34	-7	-8	-5	-3	1.9	0.7	-16	1397	1.1	104
COc1ccc(Nc2cc(C)nc3nc(C)nn23)c(OC)c1	5	10	3	8	8	0.73	1	1	1391	1	92
COc1ccc(CNC2=CC(=O)CC(C)(C)C2)cc1	14	5	-5	14	11	nt	0.9	10	1668	1.1	100
O=C(O)[C@H](CO)Nc1ncnc2sc3c(c12)CCC3	2	-3	-3	-2	4	nt	1	-5	1569	1	107
COc1cccc(-n2cnc3sc4c(c3c2=O)CCC4)c1	1	10	-4	-4	7	0.22	1	3	1644	1	95
CN(CC(=O)Nc1nc2ccc(F)cc2s1)S(=O)(=O)c1ccc(Cl)cc1	14	-33	1	-1	-3	-0.12	0.9	-3	1711	1	127
Cc1ccc(N/C=C/C(=O)c2cccs2)cc1	-3	98*	83*	3	3	0.96	1	7	1598	1	18
CN(C)S(=O)(=O)c1cccc(COC(=O)c2ccc3c(c2)OCO3)c1	8	14	14	12	0	-0.45	0.9	3	1549	1.1	95
Cc1ccc(C)c(SCC(=O)NC(=O)Nc2ccc3c(c2)OCCO3)c1	13	5	6	-9	-2	-1.1	0.9	0	1388	1	95
Cc1ccc(NC(=O)c2ccc(NS(=O)(=O)c3c(C)noc3C)cc2)cc1C	8	4	0	10	0	-0.68	0.9	-7	1601	1	100
COCC(N)(c1ccccc1)c1nc2ccccc2n1C (centres undefined)	-63	1	4	6	3	0.86	1.6	1	1500	1.1	100
O=C(CCCCC(=O)NCc1cccs1)NCc1cccs1	-2	1	-1	2	5	nt	1	-4	1455	1	103
COc1cc(NC(=O)c2ccc(Cl)cc2Cl)ccc1-c1cc2ccccc2oc1=O	4	4	7	17	13	nt	1	18	2335*	1.1	98
N#C/C(=C\c1ccc(-c2ccccc2Cl)o1)C(=O)Nc1nc2ccccc2s1	-2	-4	7	4	0	-1.5	1	6	1718	0.8	101
COc1ccccc1Nc1ncc(C(=O)N2CCC(C(N)=O)CC2)c2ccccc12	-6	2	4	1	7	-0.39	1.1	-2	1531	1	102
O=C(NCc1ccc2c(c1)OCO2)C(=O)NC1CCCCC1	7	5	-3	-5	0	1.2	0.9	4	1461	1.1	97
O=C(c1ccc2c(=O)n(-c3ccccc3)c(=S)[nH]c2c1)N1CCCCC1	6	47*	26	-2	10	-0.048	0.9	3	1524	1	63
CC1CCN(c2nc(-c3cccnc3)nc3scc(-c4ccccc4)c23)CC1	16	9	3	5	6	-0.84	0.8	1	1601	1	96
COc1ccc(CNC(=O)C(CCSC)NC(=O)c2ccco2)cc1 (centres undefined)	8	12	-3	5	6	0.21	0.9	1	1772	0.9	95
COCCn1c(SCC(=O)Nc2ccc3c(c2)OCCO3)nnc1-c1c[nH]c2ccccc12	-7	-2	1	-4	6	0.85	1.1	7	1467	1.1	103
O=C(CCCCn1c(=S)[nH]c2ccsc2c1=O)NCc1ccco1	1	4	1	1	11	0.29	1	-1	1562	1	99
C=CCNc1nc(C(=O)OCC)nc2ccccc12	6	7	-3	2	-6	-0.12	0.9	4	1483	1	98
Next part.
SMILES	bIAP inh	STAT3 blocker	STAT1 inh	PPARg SRC-2 ag	PPARg SRC1 recr	ROMK primary	bIAP activator	PPARg SRC-3 ag	TR-FRET SRC-2 ct	TNAP act hiacc	STAT3 activator
COc1cc(C2NCC(c3ccc(Cl)cc3Cl)c3c2[nH]c2ccccc32)cc(OC)c1OC (centres undefined)	-24	-3	-1	3	4	-0.059	1.2	0	1712	1.1	103
COc1cc(C(=O)NC(=S)NNC(=O)c2cnccn2)cc(OC)c1OC	31	13	16	6	0	nt	0.7	4	1584	1	90
S=C(Nc1ccccc1)N1N=CCC1c1ccccc1 (centres undefined)	18	-8	5	-2	-2	nt	0.8	9	1561	1	108
COc1cccc(-c2nc(SCC(=O)Nc3nc(-c4ccccc4)c(C)s3)[nH]c(=O)c2C#N)c1	15	6	-9	1	5	nt	0.9	-1	1687	1	99
CCC1(C)NC(=O)N(CC(=O)Nc2sc3c(c2C(N)=O)CCC3)C1=O (centres undefined)	0	12	6	8	13	nt	1	10	1780	1	94
O=C(O)c1cc2nc3c(c(C(F)(F)F)n2n1)CCCC3	6	-6	-10	-7	3	-0.0036	0.9	1	1544	1.1	110

One compound at a time, from the list above. Order of values: bIAP inh, STAT3 blocker, STAT1 inh, PPARg SRC-2 ag, PPARg SRC1 recr, ROMK primary, bIAP activator, PPARg SRC-3 ag, TR-FRET SRC-2 ct, TNAP act hiacc, STAT3 activator
Listed for `COc1ccc(Nc2cc(C)nc3nc(C)nn23)c(OC)c1` : 5, 10, 3, 8, 8, 0.73, 1, 1, 1391, 1, 92
Listed for `O=C(NNC(=S)Nc1ccccc1)C1CC1` : -33, 13, 7, 4, -4, 0.89, 1.3, 4, 1315, 1, 94

Source: PubChem
